Compound activity: PubChem BioAssay, National Center for Advancing Translational Sciences (NCATS)
Pol kappa inh: inhibitors of human DNA polymerase kappa | Potency, µM (titrated, usually from 107 µM), inactives show at the highest dose activity, negative = inhibition, hits mostly inhibitors | AID 588579 | 400,000 tested, 0.53% active | purified Pol kappa, fluorescent DNA synthesis assay, 10 min; note: potency is the fitted concentration of half-maximal effect; % is set by controls: 0 for no effect and ±100 for the full control effect
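Inhibition of 10 nM Pol kappa is measured by a fluorescent read-out at 0 and 10 min following addition of 50 nM substrate (final), with a 15-min room-temperature compound preincubation.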
POLI inh: inhibitors of human DNA polymerase iota; Q9UNA4; Pol iota fluorescent replication assay, 10 min; Potency, µM (highest dose often 115 µM), for inactives: top-dose activity, negative = inhibition, usual class: inhibitors; 390,000 tested, 1% active; AID 588590; note: potency is the fitted concentration of half-maximal effect
Target sequence (Q9UNA4 whole entry, looked up): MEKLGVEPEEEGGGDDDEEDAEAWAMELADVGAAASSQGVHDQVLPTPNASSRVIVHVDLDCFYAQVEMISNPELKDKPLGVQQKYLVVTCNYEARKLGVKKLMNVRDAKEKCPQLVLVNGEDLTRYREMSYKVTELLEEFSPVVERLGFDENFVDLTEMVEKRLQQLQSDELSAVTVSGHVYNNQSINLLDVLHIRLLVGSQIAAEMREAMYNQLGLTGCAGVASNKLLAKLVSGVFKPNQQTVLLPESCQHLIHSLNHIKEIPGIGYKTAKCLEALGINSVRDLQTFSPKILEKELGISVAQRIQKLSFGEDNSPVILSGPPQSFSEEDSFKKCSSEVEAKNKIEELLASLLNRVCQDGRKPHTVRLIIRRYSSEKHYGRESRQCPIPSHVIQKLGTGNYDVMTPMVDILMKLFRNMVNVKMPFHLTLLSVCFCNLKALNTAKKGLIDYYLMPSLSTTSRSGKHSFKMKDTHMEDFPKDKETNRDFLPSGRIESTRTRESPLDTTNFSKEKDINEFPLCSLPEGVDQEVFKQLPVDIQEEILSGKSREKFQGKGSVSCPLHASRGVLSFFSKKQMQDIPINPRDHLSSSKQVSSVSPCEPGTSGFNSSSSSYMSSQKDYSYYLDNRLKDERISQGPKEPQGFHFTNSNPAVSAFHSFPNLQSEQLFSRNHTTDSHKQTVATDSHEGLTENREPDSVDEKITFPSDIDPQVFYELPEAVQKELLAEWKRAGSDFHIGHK
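Fluorescent replication assay read twice, at 0 min and 10 min after adding 50 nM (final) substrate. Enzyme (10 nM) and compounds were first incubated 15 min at room temperature; enzyme-free buffer wells were negative controls.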
BLM helicase inh: Bloom syndrome helicase (human) inhibition | P54132 | recombinant BLM DNA unwinding, fluorescence dequenching | Potency, µM (highest dose often 56.1 µM), inactives show at the highest dose activity change, negative = inhibition, hits mostly inhibitors | 350,000 tested, 0.2% active | AID 2528;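 note: potency is the fitted concentration of half-maximal effect; plate controls were vehicle for no effect and no enzyme for full effect; nearly all actives have a fitted effect of over 35% in size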
POLB inh: blocks human DNA polymerase beta activity; P06746; Pol beta primer extension/strand displacement, fluorescence kinetic; Potency, µM (series often up to 114 µM), without a hit: at the highest dose activity change, negative = inhibition, usual class: inhibitors; 340,000 tested, 1.3% active; note: potency is the fitted concentration of half-maximal effect; % is set by controls: 0 for no effect and ±100 for the full control effect
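Pol beta (10 nM) and compounds were preincubated 15 min at room temperature, then 50 nM substrate (final) started primer extension/strand displacement. Reads were taken at 0 and 10 min; concentration-response data were fitted to a four-parameter Hill equation.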
Anesthetic bind: binds horse apoferritin like a general anesthetic; 350,000 tested, 0.074% active; Potency, µM (series often up to 77.5 µM), inactives show at the highest dose activity change, negative = displacement, hits mostly inhibitors; P02791; apoferritin/1-aminoanthracene competitive binding, fluorescence; note: potency is the fitted concentration of half-maximal effect; % is set by controls: 0 for no effect and ±100 for the full control effect; nearly all actives have a fitted effect of over 20% in size
Target sequence (P02791 2-175 limits assumed): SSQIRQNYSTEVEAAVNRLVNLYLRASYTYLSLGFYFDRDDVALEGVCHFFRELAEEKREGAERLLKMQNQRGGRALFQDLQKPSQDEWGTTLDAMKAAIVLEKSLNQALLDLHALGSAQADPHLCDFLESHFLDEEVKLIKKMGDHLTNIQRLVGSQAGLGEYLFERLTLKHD
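Apoferritin-based anesthetic binding model; compound displacement of fluorescent 1-AMA measured as endpoint fluorescence after 10 minutes at room temperature, scaled to free-ligand and complex controls.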
GRP78 ERSR act: induces the endoplasmic reticulum stress response in human glioma cells. AID 602332. U87-MG GRP78 promoter luciferase reporter, 16 h. 420,000 tested, 0.02% active. Potency, µM, without a hit: top-dose activation, usual class: activators; note: potency is the fitted concentration of half-maximal effect; series mostly up to about 76 µM; % of control where 0% means no effect; nearly all actives have a fitted effect of over 35% in size
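Stably transfected U87-MG glioma cells carrying a GRP78-based luciferase sensor; 16 h compound incubation. Luminescence end-point read 10 min after Bright-Glo addition at room temperature.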
LDHA inh: inhibitors of human lactate dehydrogenase A | 480,000 tested, 0.15% active | AID 1347041 | purified LDHA, NADH/diaphorase-resazurin fluorescence; hits give low values | P00338 | activity change, % (values are at about 110 or 230 µM); in the data active = activity change below about -30%; inconclusive = mostly about -25% to -30%;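 note: plate controls were DMSO wells for no effect and wells without enzyme for full effect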
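Human LDH5 at 2 nM final in Tris HCl pH 7.4 with 0.06 mM NADH and 0.2 mM pyruvate, reacted 5 minutes at room temperature. Remaining NADH coupled via diaphorase/resazurin; resorufin fluorescence read at 0 and 20 minutes, normalized to enzyme-free and DMSO wells.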
APE1 inh: APE1 (human) endonuclease inhibition | 350,000 tested, 0.35% active | P27695 | recombinant APE1, TAMRA/BHQ-2 abasic DNA cleavage fluorescence | Potency, µM (top dose mostly 65.8 µM), for inactives: at the highest dose activity change, negative = inhibition, actives largely listed as inhibitors | AID 2517;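 note: potency is the fitted concentration of half-maximal effect; plate controls were vehicle for no effect and reference inhibitor for full effect; nearly all actives have a fitted effect of over 55% in size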
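Substrate: short duplex with […] THF abasic site, 5'-TAMRA and 3'-BHQ-2, 50 nM final. APE1 at 0.75 nM, preincubated 15 min RT with compound. Fluorescence increase from first to third read measured activity.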
POLH inh: inhibitors of human DNA polymerase eta. Q9Y253. recombinant Pol eta, fluorescent DNA replication assay. Potency, µM (titrated, usually from 114 µM), for the others: at the highest dose activity change, negative = inhibition, usual class: inhibitors. 390,000 tested, 1.2% active. AID 588591; note: potency is the fitted concentration of half-maximal effect; % is set by controls: 0 for no effect and ±100 for the full control effect
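Pol eta at 10 nM preincubated with compounds 15 min at room temperature; reaction started with fluorescent substrate (50 nM final) and read kinetically at 0 and 10 min.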
* hit, by the source's call; ? = inconclusive; . = no result given; & = joins results of further samples; [ ] = remark or other dose. Unless noted, calls come from the whole dose curve; as a rule, active = well fitted curve in the direction sought with a large enough effect; inconclusive = small, poorly fitted or top-dose-only effect, or another doubt; inactive = no such curve, though single readings can be large; an effect the other way counts as inactive or inconclusive.

SMILES	Pol kappa inh	POLI inh	BLM helicase inh	POLB inh	Anesthetic bind	GRP78 ERSR act	LDHA inh	APE1 inh	POLH inh
O=C1CCC([N+](=O)[O-])C(c2ccc(C(F)(F)F)cc2)N1 (centres undefined)	-6%	174%[activator]	.	.	.	-2%	-1	.	-16%
CCOc1ccc2nc(SCc3cccc(C)c3)nc(C)c2c1	3%	10%	0%	6%	0%	1%	0	1%	-15%
N/C(Cc1cccs1)=N\OC(=O)COc1ccccc1	-18%	8%	-3%	3%	?	1%	-3	-2%	-2%
NS(=O)(=O)c1ccc(NC(=O)CCC2CCCCC2)cc1	2%	6%	-5%	1%	?	-1%	3	0%	20%
CCOC(=O)C(NC(=O)CC)(N1CCc2ccccc2C1)C(F)(F)F (centres undefined)	-1%	34%	-5%	29%	-6%	-5%	0	-9%	-12%
O=C(CCc1c[nH]c2ccccc12)NCc1ccc2c(c1)OCO2	-11%	-3%	-3%	-1%	?	-6%	-5	5%	-9%
CSc1ccc(C(=O)Nc2cc(S(=O)(=O)N3CCOCC3)ccc2N2CCOCC2)cc1[N+](=O)[O-]	1%	15%	.	.	.	0%	0	.	-19%
Cc1ccc(C)c(N2CCN(C(=O)NCc3noc4ccccc34)CC2)c1	-3%	14%	-5%	2%	?	1%	1	.	-9%
O=C(CCc1nc2ccccc2c(=O)[nH]1)Nc1cc(Cl)ccc1N1CCCCC1	-12%	-3%	.	.	.	-3%	-1	-17%	?
COCCN(Cc1ccccc1)C(=O)C1CCN(C(=O)Nc2ccccc2)CC1	-16%	5%	.	.	.	-5%	-3	-2%	-22%
Cc1ccc(S(=O)(=O)N2CCC(C(=O)OC(C)C(=O)NCc3ccccc3)CC2)cc1C (centres undefined)	-9%	25%	-7%	24%	8%	-1%	-7	1%	-15%
CNc1cncc(C(=O)O)c1	1%	9%	-3%	-17%	-4%	-2%	2	-2%	-8%
CCn1c(SCC(=O)Nc2cccc(C)n2)nnc1-c1ccco1	-14%	6%	-4%	7%	-19%	-4%	-1	-3%	9%
O=C(CN(C(=O)CCC(=O)Nc1nccs1)c1ccc2c(c1)OCO2)NCC1CCCO1 (centres undefined)	-6%	1%	-3%	8%	7%	-2%	-6	-4%	-5%
Cc1ccc(N=C2SC(C(=O)O)CC(=O)N2C)cc1C (centres undefined)	2%	74%[activator]	-1%	23%	-5%	1%	-2	-4%	-15%
CC(=C/c1ccccc1)/C=N/n1cnnc1	-2%	26%	-3%	13%	-10%	-2%	0	2%	-7%
CCOCCCNC(=S)N1CCN(Cc2ccc3c(c2)OCO3)CC1	-6%	36%[activator]	-9%	18%	-6%	-4%	?	-4%	-11%
COc1ccc(NC(=O)N2CCN(CCC#N)CC2)cc1	0%	-4%	0%	21%	1%	-1%	-3	14%	-7%
CC(C)(C)n1nnnc1C(c1ccc2ncccc2c1)N1CCSCC1 (centres undefined)	-8%	31%[activator]	-5%	12%	2%	-1%	0	-1%	-4%
c1ccc2c(c1)OCCOCCOCCOCCOc1ccccc1OCCOCCOCCO2	-9%	33%	3%	6%	-6%	0%	-8	2%	-10%
CC(=O)c1ccc(NC(=O)CSc2nnc(C3CC3)n2C2CC2)cc1	0%	-2%	.	.	.	-2%	3	6%	2%
Cc1ccc(/C=C2\SC(=S)N(CCC(=O)NCCCN3CCOCC3)C2=O)cc1	-8%	7%	-5%	82%	-11%	4%	0	7%	1%
O=C(O)C(Oc1ccc2c(-c3ccccc3)cc(=O)oc2c1)c1ccccc1 (centres undefined)	-14%	20%	-1%	2%	-4%	2%	-10	-3%	-9%
O=C(NC(=O)c1ccccc1)C1=C(N2CCCC2)COC1=O	8%	1%	.	.	.	-8%	-13	3%	-6%
COc1ccc(-n2c(SCc3ccccc3F)nc3c([nH]c4ccccc43)c2=O)cc1OC	-5%[60.1 µM]	9%	-3%	1%	-3%	-6%	-4	.	-6%
Cc1cccc(N2C(=S)NC3c4cc(Cl)ccc4OC2(C)C3C(=O)N(C)C)c1 (centres undefined)	-19%	149%[activator]	-8%	2%	-5%	0%	0	-12%	-2%
COc1ccc(N(Cc2cc3cc(OC)ccc3[nH]c2=O)S(C)(=O)=O)cc1	-15%	27%	0%	4.5µM*	-6%	-3%	-4&13	-3%	6%
Cc1ccc(C)c(Cn2c(=O)n(Cc3ccccc3)c(=O)c3sc4ccccc4c32)c1	-4%	16%	-2%	1%	-12%	-3%	-1	.	-13%
Cc1nc(C(=O)N2CCCC(Nc3ccc(C)c(C)c3)C2)cs1 (centres undefined)	4%	31%[activator]	0%	4%	?	-6%	6	24%	-12%
O=C(NC12CC3CC(CC(C3)C1)C2)N1CCC(O)CC1	-13%	12%	0%	-16%	-4%	-3%	-2	2%	-7%
C/C=C/c1ccc(OCC(=O)OCC(=O)Nc2c(C)nn(-c3ccccc3)c2C)c(OC)c1	-7%	31%[activator]	.	.	.	-4%	-4	5%	-9%
O=C(NC(=S)NNC(=O)c1cc2ccccc2cc1O)c1ccco1	-11%	125%[activator]	-6%	22%	-16%	8%	-5	-1%	-9%
COc1ccccc1NC(=O)NNC(=O)CCN1CCOCC1	-8%	22%	-2%	?	-3%	2%	-4	64%[activator]	-10%
O=C(CCC(=O)NNC(=O)Nc1ccc(Cl)cc1)NCc1ccccc1	3%	4%	-1%	14%	0%	1%	-10	-3%	-3%
Cc1cc(C(=O)NCCCc2ccccc2)no1	-3%	-12%[58.9 µM]	-1%	-20%	-16%	3%	-2	-3%	-11%
COC(=O)c1ccc(CSc2nnc(NC(=O)c3cc4c(s3)CCCC4)s2)cc1	-17%	-15%	1%	3%	-17%	-4%	-3	0%	-8%
CC(C)(C)c1ccc(C(=O)Nc2ccc(Cl)cc2)cc1	-20%	16%	-1%	4%	12%	7%	-4	-7%	-3%
COc1ccccc1OCC(=O)NC1CCCc2ccccc21 (centres undefined)	1%	-29%	-3%	2%	-2%	-8%	-2	5%[12.4 µM]	-8%
O=C(/C=C/c1ccc(F)cc1)NNC(=O)CCN1CCN(Cc2ccccc2)CC1	0%	-24%	1%	8%	-7%	-4%	-5	-3%	-10%
COc1ccc([N+](=O)[O-])cc1C(=O)Nc1ccc(Cc2ccncc2)cc1	-11%	8%	-15%	11µM*	?	5%	-1	2%	4%

Sorted by length of the SMILES (descending): 15 of the compounds above.
SMILES	Pol kappa inh	POLI inh	BLM helicase inh	POLB inh	Anesthetic bind	GRP78 ERSR act	LDHA inh	APE1 inh	POLH inh
Cc1ccc(S(=O)(=O)N2CCC(C(=O)OC(C)C(=O)NCc3ccccc3)CC2)cc1C (centres undefined)	-9%	25%	-7%	24%	8%	-1%	-7	1%	-15%
O=C(CN(C(=O)CCC(=O)Nc1nccs1)c1ccc2c(c1)OCO2)NCC1CCCO1 (centres undefined)	-6%	1%	-3%	8%	7%	-2%	-6	-4%	-5%
Cc1ccc(/C=C2\SC(=S)N(CCC(=O)NCCCN3CCOCC3)C2=O)cc1	-8%	7%	-5%	82%	-11%	4%	0	7%	1%
O=C(O)C(Oc1ccc2c(-c3ccccc3)cc(=O)oc2c1)c1ccccc1 (centres undefined)	-14%	20%	-1%	2%	-4%	2%	-10	-3%	-9%
Cc1ccc(C)c(N2CCN(C(=O)NCc3noc4ccccc34)CC2)c1	-3%	14%	-5%	2%	?	1%	1	.	-9%
CC(=O)c1ccc(NC(=O)CSc2nnc(C3CC3)n2C2CC2)cc1	0%	-2%	.	.	.	-2%	3	6%	2%
O=C(CCC(=O)NNC(=O)Nc1ccc(Cl)cc1)NCc1ccccc1	3%	4%	-1%	14%	0%	1%	-10	-3%	-3%
Cc1nc(C(=O)N2CCCC(Nc3ccc(C)c(C)c3)C2)cs1 (centres undefined)	4%	31%[activator]	0%	4%	?	-6%	6	24%	-12%
CCn1c(SCC(=O)Nc2cccc(C)n2)nnc1-c1ccco1	-14%	6%	-4%	7%	-19%	-4%	-1	-3%	9%
NS(=O)(=O)c1ccc(NC(=O)CCC2CCCCC2)cc1	2%	6%	-5%	1%	?	-1%	3	0%	20%
Cc1ccc(N=C2SC(C(=O)O)CC(=O)N2C)cc1C (centres undefined)	2%	74%[activator]	-1%	23%	-5%	1%	-2	-4%	-15%
COc1ccc(NC(=O)N2CCN(CCC#N)CC2)cc1	0%	-4%	0%	21%	1%	-1%	-3	14%	-7%
N/C(Cc1cccs1)=N\OC(=O)COc1ccccc1	-18%	8%	-3%	3%	?	1%	-3	-2%	-2%
CC(=C/c1ccccc1)/C=N/n1cnnc1	-2%	26%	-3%	13%	-10%	-2%	0	2%	-7%
CNc1cncc(C(=O)O)c1	1%	9%	-3%	-17%	-4%	-2%	2	-2%	-8%

Other entries follow:
SMILES	Pol kappa inh	POLI inh	BLM helicase inh	POLB inh	Anesthetic bind	GRP78 ERSR act	LDHA inh	APE1 inh	POLH inh
N#CCC(=O)Nc1ccc(C(=O)OCC(=O)C23CC4CC(CC(C4)C2)C3)cc1	-1%	37%[activator]	.	.	.	-4%	-7	10%	-6%
O=C(Nc1ccc(-n2cnnn2)cc1)c1cn2ccccc2n1	-9%	-16%	-1%	7%	1%	4%	-21	1%	4%
CCOC(=O)CCn1nnc(N)n1	-8%	-2%	-2%	25%	10%	-4%	-6	-1%	126%[activator]
COc1cc(C(=O)NCC(c2cccnc2)N2CCc3ccccc3C2)cc(OC)c1OC (centres undefined)	-3%	25%	1%	3%	-2%	-1%	-3	.	-16%
CCCCCC(O)(c1ccc(OC)cc1)C(CN1CCOCC1)c1ccccc1 (centres undefined)	2%	38%[activator]	-8%	0%	-9%	-3%	0	7%	-18%

Only part of the results is shown; the hit share may differ from the screen's.
